LEDGF integ inh = blockers of LEDGF/p75-dependent integrase strand transfer – biochemical, TR-FRET, high throughput, primary screen | HIV-1 integrase (with human LEDGF/p75) | TR-FRET IN-LEDGF/p75 DNA integration, Eu/Cy5 | inhibition, % at 3.7 µM | 370,000 tested, 0.64% active;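 active = inhibition above the screen-wide mean plus 3 SD, cut at about 13% in these data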;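 also: signal is the Cy5 over europium emission ratio at 671 and 618 nm; 0% = plate median of compound wells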
SIAE primary = human SIAE inhibitors, primary screen, biochemical, fluorescence polarization, FP-Rh probe, 1536-well HTS; 370,000 tested, 0.69% active; inhibition, % at 9.66 µM; Sialate O-acetylesterase (Homo sapiens), Q9HAT2; SIAE FP-Rh probe binding;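 active = inhibition above a cutoff: mean of compounds within the control limits plus 3 SD of those, cut at about 17% in these data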;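 also: 0% = plate median of compound wells and 100% = probe without SIAE protein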
Target sequence (Q9HAT2 whole entry, looked up): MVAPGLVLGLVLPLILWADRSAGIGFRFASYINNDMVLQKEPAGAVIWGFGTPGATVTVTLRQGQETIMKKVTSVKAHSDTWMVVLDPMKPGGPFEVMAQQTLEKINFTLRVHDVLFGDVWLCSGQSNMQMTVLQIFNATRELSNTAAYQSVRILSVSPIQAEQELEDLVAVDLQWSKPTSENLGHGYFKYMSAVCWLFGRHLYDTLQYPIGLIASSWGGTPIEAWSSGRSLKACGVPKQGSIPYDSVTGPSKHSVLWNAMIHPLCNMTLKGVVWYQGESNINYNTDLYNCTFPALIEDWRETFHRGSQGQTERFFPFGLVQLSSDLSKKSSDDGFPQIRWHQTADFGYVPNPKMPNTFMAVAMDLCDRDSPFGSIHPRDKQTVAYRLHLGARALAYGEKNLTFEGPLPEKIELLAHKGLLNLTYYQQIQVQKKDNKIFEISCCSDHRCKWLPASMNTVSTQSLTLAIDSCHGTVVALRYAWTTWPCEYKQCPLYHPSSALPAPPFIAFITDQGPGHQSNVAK
PRMT1 inh = PRMT1 methyltransferase inhibitors, primary screen, biochemical, fluorescence polarization; Protein arginine N-methyltransferase 1 (Homo sapiens), Q99873; recombinant PRMT1, activity-based probe fluorescence polarization; inhibition, % at 2.79 µM; 370,000 tested, 1.3% active;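 active = inhibition above about 21% made by adding two undisclosed values, limit read from the data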
ABHD4 inh = ABHD4 inhibitors, primary screen, biochemical, fluorescence polarization, mouse; (Lyso)-N-acylphosphatidylethanolamine lipase (Mus musculus), Q8VD66; purified mABHD4, FP-Rh probe fluorescence polarization; inhibition, % at 8.92 µM; 370,000 tested, 0.54% active; AID 720543, 2013;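 active = inhibition exceeding the mean over every tested compound plus 3 SD, cut at about 30% in these data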;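 also: 0% = plate median of compound wells and 100% = S159A mutant with DMSO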
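Assay system: mABHD4 protein; medium: HEPES pH 7.0, NaCl, Pluronic buffer; dosing: 8.92 µM, single dose; schedule: 45 min + 60 min at 25 °C; signal: FP readout, ex 525 nm / em 598 nm; read-out: normalized percent inhibition of probe labeling; repeats: single replicate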
GC-B act = human GC-B receptor activators, primary screen, HEK293 GC-B cells, cGMP TR-FRET, EC30 CNP | activation, % at 10 µM | 370,000 tested, 0.11% active | 0% at EC30 CNP, 100% saturating CNP;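 active = activation at 10 µM reaching about 35% in either raw or pattern-adjusted values, limit read from the data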
TDP2 inh = human TDP2 enzyme inhibitors, primary screen, biochemical, epi absorbance, recombinant enzyme; Tyrosyl-DNA phosphodiesterase 2 (Homo sapiens), O95551; T5PNP hydrolysis, p-nitrophenol absorbance 415 nm; inhibition, % at 12.8 µM; 370,000 tested, 0.34% active; AID 720702, 2013;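 active = inhibition above the mean of all tested compounds plus 3 SD, set per campaign, cut at about 25% in these data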;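 also: 0% = DMSO with enzyme and 100% = buffer with substrate but no TDP2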
Target sequence (O95551 whole entry, looked up): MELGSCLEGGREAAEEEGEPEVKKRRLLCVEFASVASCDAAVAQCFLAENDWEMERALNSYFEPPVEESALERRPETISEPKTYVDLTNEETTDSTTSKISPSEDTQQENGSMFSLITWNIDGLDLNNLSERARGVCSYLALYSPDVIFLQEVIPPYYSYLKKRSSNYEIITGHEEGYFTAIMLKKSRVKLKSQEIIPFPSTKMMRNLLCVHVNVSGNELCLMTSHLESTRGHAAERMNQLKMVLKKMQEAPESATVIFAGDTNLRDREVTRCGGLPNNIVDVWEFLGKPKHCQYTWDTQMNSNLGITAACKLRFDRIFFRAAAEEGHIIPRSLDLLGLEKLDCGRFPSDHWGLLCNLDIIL
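System – recombinant human TDP2 · Quantity – TDP2 enzyme at 120 nM final · Doses – single concentration, 12.8 µM nominal, with 1% DMSO · Incubation – 2 h at 37 °C · Measured by – epi absorbance of p-nitrophenol freed from T5PNP by hydrolysis · Read-out – % inhibition relative to enzyme-containing and enzyme-free wells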
HTRA1 inh = HTRA1 serine protease inhibitors, primary screen, biochemical, fluorescence polarization, HTS; inhibition, % at 5.96 µM; recombinant HTRA1, FP-rhodamine activity-based probe; 340,000 tested, 0.5% active; in the data active = inhibition above about 36%;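 also: 0% = enzyme with DMSO and 100% = wells lacking enzyme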
MBD2 inh = inhibitors of MBD2 binding to methylated DNA, primary screen, biochemical, TR-FRET, DNA-binding domain, human | Methyl-CpG-binding domain protein 2 (Homo sapiens), Q9UBB5 | MBD2 binding to methylated oligonucleotide | inhibition, % at 4.4 µM | 370,000 tested, 0.31% active | AID 686964, 2013; in the data active = inhibition above about 13%
TCR CD3 inh = inhibitors of human TCR-CD3 interaction, primary screen, biochemical, fluorescence, TAMRA-labeled TCR probe; inhibition, % at 9.4 µM; T-cell receptor (TCR); AID 651800, 2012; 360,000 tested, 0.37% active; in the data active = inhibition above about 19%;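 also: recombinant mutant TCR 2C K166C tagged with TAMRA read by polarization; 0% = receptor in buffer alone and 100% = receptor with positive control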
rCAG RNA binder = binders of r(CAG) RNA repeats, primary screen, biochemical, fluorescence. r(CAG) RNA repeat, TO-PRO-1 dye displacement fluorescence. inhibition, % at 3 µM. 370,000 tested, 1.3% active. AID 651821, 2012;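 active = inhibition above the plate cutoff, the mean of all test compounds on that plate plus 3 SD, cut at about 35% in these data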;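 also: 0% = DMSO alone and 100% = 100 µM mitoxantrone as full dye displacement; higher means more dye released from RNA so lower well fluorescence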
The depositor's hits bear a star; · = no result given. An excerpt, so the mix of outcomes need not match the whole.

Below each compound – MBD2 inh	LEDGF integ inh	SIAE primary	GC-B act	ABHD4 inh	TCR CD3 inh	TDP2 inh	PRMT1 inh	HTRA1 inh	rCAG RNA binder
> CCCN(Cc1ccccc1)C(=S)Nc1cccc(C)c1C
→ -1	0	-7	-3	0	7	-11	-2	2	-4
> COc1cccc(CNC(=O)CCNC(=O)N2CC(=O)Nc3ccccc32)c1
→ -3	3	1	7	-4	8	5	-3	4	2
> O=C(Cn1c(C(F)(F)F)nc2ccccc21)c1ccc(Cl)cc1
→ -2	1	-6	-3	-1	-1	-8	-1	-8	4
> COc1ccccc1C(=O)NCCC(=O)Nc1ccc(S(=O)(=O)Nc2ncccn2)cc1
→ -2	1	-3	2	2	-3	6	0	12	1
> COC(=O)[C@]12C[C@H](CC(=O)N3CCSCC3)C(=O)N(CCC3=CCCCC3)C1=C[C@H](C(C)C)O[C@@H]2C1CC1
→ 0	0	-2	4	-5	·	-15	-2	·	1
> COCC(C)N1CCC(n2nccc2NC(=O)CCOc2ccccc2)CC1 (stereo unspecified)
→ 0	-6	1	2	2	-2	-3	5	3	-3
> Clc1ccc(C2=CC(c3ccco3)n3ncnc3N2)cc1 (stereo unspecified)
→ 0	-2	-4	0	-5	8	8	64*	0	-86
> Nc1[nH]c(C(=O)c2ccccc2)c(-c2ccc(C(F)(F)F)cc2)c1C(=O)NCc1ccc(Cl)cc1Cl
→ 3	-2	1	-2	1	-8	-3	-2	·	3
> Cc1c(NC(=O)CN2CCN(C(=O)c3ccco3)CC2)c(=O)n(-c2ccccc2)n1C
→ 2	1	-3	2	0	-5	1	-2	0	1
> COC(=O)Cn1cc(C(=O)C(C)(C)C)c2ccccc21
→ -2	12	10	7	-3	2	-11	-5	-2	-2
> COc1ccccc1CNC(=O)CN(C)Cc1ccc(SC)cc1
→ 3	-5	2	1	-2	-6	-13	2	-8	-8
> Cc1coc(C)c1C(=O)CC1(O)C(=O)Nc2cc(Cl)cc(Cl)c21 (stereo unspecified)
→ -2	-1	4	-7	-1	0	1	-3	-9	3
> CN(C)S(=O)(=O)c1ccc(-c2csc(N/N=C/c3ccco3)n2)cc1
→ -5	1	3	-3	6	7	6	0	-4	24
> COCc1cc(=O)[nH]c2c1c(-c1ccccc1)nn2C
→ 0	0	-4	-3	3	-3	-4	0	9	-1
> COc1nc(-c2ccccc2)nc(-c2ccccc2)c1C
→ -3	1	-5	-6	3	5	-2	-1	·	-4
> CC(=O)OC1CCC2(C)C(CCC3C2CC(=O)C2(C)C3CC(C(C(C)=O)C(C)=O)C2C(C)=O)C1 (stereo unspecified)
→ 6	0	-2	7	0	0	5	1	-1	-1
> COC(=O)c1ccc(COC(=O)c2ccc(CO)cc2)o1
→ 1	-1	-1	4	3	7	-6	-2	2	2
> O=C(CC1SC(=Nc2ccc(OC(F)F)cc2)N(CCN2CCOCC2)C1=O)Nc1ccccc1 (stereo unspecified)
→ 10	-5	-5	2	-9	1	5	-1	-16	4
> O=C(NCc1ccccn1)c1ccc(Cn2c(=S)[nH]c3ccc(Br)cc3c2=O)cc1
→ -1	2	-14	-6	-3	1	6	-2	3	0
> C=C(C)C(=O)Nc1cccc(C2=NOC3(C2)C[C@@H](C(N)=O)N(C(=O)/C=C/C=C/C)C3)c1 (stereo partly specified)
→ 47*	18*	-6	2	0	5	7	0	-4	5
> CCSc1nnc(NC(=O)Cn2cnc3c2c(=O)n(C)c(=O)n3C)s1
→ 1	0	-6	1	-6	3	-3	-1	6	1
> O=C1Cc2cc(S(=O)(=O)Nc3ccccc3Cl)cc3c2N1CCC3
→ 4	-2	-11	0	5	-8	1	3	3	11
> Cc1nc(CNS(=O)(=O)c2ccc(F)cc2)cs1
→ 1	0	-3	3	2	-7	-2	0	-4	-2
> CCc1nc(SCC(=O)Nc2ccc([N+](=O)[O-])cc2)n[nH]1
→ -3	-1	8	1	-3	-2	4	-4	-4	0
> O=c1oc2ccccc2cc1-c1nc2c(s1)CCCC2
→ -6	-2	-9	-1	-1	-2	6	4	-7	7
> COc1ccccc1NC(=O)c1ccc(NC(=O)CN2CCN(C(=O)c3ccco3)CC2)cc1
→ 1	4	-8	-2	-1	3	6	-2	-11	1
> CCC(C)(C)NC(=O)C(c1ccc(OC)cc1)N(C(=O)CCC(=O)Nc1cc(C)on1)c1ccc(OC)c(OC)c1 (stereo unspecified)
→ 0	0	-3	-5	4	-6	-1	-2	-9	-4
> CSCc1ccc(C(=O)OCC(=O)NC2CCCC2)o1
→ 5	-3	2	2	-5	-6	4	0	-1	1
> CCN1C(=O)c2ccccc2S(=O)c2ccc(C(=O)NCCCN3CCCC3=O)cc21 (stereo unspecified)
→ -2	4	-2	-2	-3	-1	-16	-5	-2	4
> Cc1oc(C(C)(C)C)cc1C(=O)Nc1cccc(C(=O)O)c1
→ -2	-3	2	-2	-1	2	-4	-2	-7	11
> COc1cc(C(=O)OC(C)c2ccc(F)cc2)ccc1OCC(=O)N1CCOCC1 (stereo unspecified)
→ 3	3	-6	3	-3	-1	-10	-4	2	-3
> COc1ccc(-n2c(C)cc(-c3cn4cccc(C)c4n3)c2C)cc1
→ -4	-4	0	2	6	8	-5	1	20	10
> CC(=O)c1cccc(Oc2ncccn2)c1
→ -3	-1	1	7	5	9	-3	4	-3	1
> Cc1cccn2c(=O)c3cc(C(=O)NCc4ccco4)c(=N)n(C(C)C)c3nc12
→ -9	1	4	-10	-2	6	12	3	1	4
> O=C(Cc1cccc(NC(=O)C2CCCN(C(=O)C3CC3)C2)c1)Nc1cccc(C(=O)N2CCCC2)c1 (stereo unspecified)
→ 3	-4	6	-2	4	2	14	-2	-8	-3
> Clc1nnc(N2CCCCC2)c2ccccc12
→ -3	5	2	5	-4	-5	-21	0	1	4
> CS(=O)(=O)Nc1cccc(C(=O)CC2(O)C(=O)Nc3ccc(Br)cc32)c1 (stereo unspecified)
→ -1	0	-2	2	-3	5	5	0	-6	-3
> CCCCc1cc(=O)oc2cc(OCC(=O)NCC3CCC(C(=O)O)CC3)ccc12 (stereo unspecified)
→ 0	3	-2	-11	10	12	3	0	-7	3
> O=c1cnc2cc([N+](=O)[O-])ccc2[nH]1
→ -7	0	0	1	-1	-1	-14	-3	2	7
> CCc1cccc(NC(=S)N(CCN(C)C)C(C)c2ccncc2)c1 (stereo unspecified)
→ 5	-3	12	-4	-4	4	5	2	7	-4
> CCOC(=O)c1ccc(N2C(=O)CC(Nc3ccc(O)cc3)C2=O)cc1 (stereo unspecified)
→ 6	0	-1	-6	8	0	-8	13	9	7
> CC1CCCC(C)N1C(=O)c1ccc(S(=O)(=O)N2CCCC2)cc1 (stereo unspecified)
→ -2	0	-3	4	-2	4	-1	-2	-5	1
> COC(=O)c1ccc(NC(=O)c2cc3c(CO)cnc(C)c3oc2=Nc2cccc(C(N)=O)c2)cc1
→ 1	1	-2	1	-5	11	11	-2	-4	5
> O=C(NCCc1ccccc1C(F)(F)F)C1CCC(=O)N(C2CC2)C1 (stereo unspecified)
→ 2	-7	2	-2	5	-2	2	0	5	-6
> CC(C)(C)OC(=O)N[C@@H](C(=O)OC(C)(C)C)c1ccc2ccccc2c1
→ -6	1	3	-2	2	-6	3	2	-1	-2
> Cc1ccc(Nc2nc(Oc3ccc(=O)[nH]n3)nc(N(C)C)n2)cc1
→ 6	-6	-7	-5	-12	3	-15	5	-6	3
> FC(F)Oc1ccc(/C=N/c2c(-c3ccc(OC(F)F)cc3)nc3n2CCS3)cc1
→ 2	2	2	-6	12	5	2	5	2	0
> COc1ccc(C(CNC(=O)COc2ccccc2C)N2CCCC2)cc1 (stereo unspecified)
→ -2	-2	-2	-8	1	5	-15	-2	4	-7
> CCCCc1c(O)nc(SCC(=O)N2CCCCCC2)[nH]c1=O
→ 0	-4	-3	0	3	7	-19	3	6	0
> Cc1ccc(NC(=O)CSCC(=O)NC2=NCCS2)cc1
→ 2	0	11	0	6	-5	3	-4	-1	-1
> COc1ccc([C@@H]2C[C@H]3[C@@H](CN2S(=O)(=O)c2ccccc2)C(=O)C[C@@H](c2ccccc2F)N3S(=O)(=O)c2ccc(C)cc2)cc1
→ 0	-2	-13	2	-15	-7	-16	7	-26	11
> CC(C)CCOC(=O)C[N+](C)(C)CCOC1CC2CCC1(C)C2(C)C (stereo unspecified)
→ -3	4	1	5	8	0	-3	-3	5	-1
> COC(=O)[C@]1(Cc2ccccc2)N[C@H](c2ccc(-c3ccc(Cl)c(Cl)c3)cc2)[C@@H]2C(=O)N(C)C(=O)[C@@H]21
→ 1	-4	-10	2	3	0	-1	1	-3	8
> O=C(NCc1ccco1)C(c1ccccc1)N(C(=O)Cc1cccs1)c1ccccc1 (stereo unspecified)
→ 4	3	-2	-13	-1	-1	6	1	-8	-4
> CC(C)(C)Nc1nc(Oc2ccc(=O)[nH]n2)nc(N2CCOCC2)n1
→ -4	-2	1	2	-4	-4	-11	-3	-3	-5
> Cc1ccccc1OCC(=O)OCC(=O)NCCc1ccccc1
→ 3	-4	5	1	3	-5	0	5	2	-2
> COCCn1c(-c2ccccc2)csc1=Nc1cccnc1
→ 2	-3	-1	2	7	-1	-3	-2	·	-7
> Cc1ccc(C)c(C(=O)CCC(=O)Nc2ccc(F)cc2)c1
→ -3	2	-1	-4	-4	-4	-1	2	-15	6
> O=C(CN1CCN(C(=O)CNC(=O)c2ccc3c(c2)OCO3)CC1)Nc1cccc(F)c1
→ 3	-8	-6	1	0	-10	0	-1	14	0
> Cc1ccc(-c2csc(/C(C#N)=C(\O)CCl)n2)cc1
→ 4	-1	-7	-6	2	5	4	6	-4	35*
> CN(C)c1ccnc2sc3c(SCc4ccc(Cl)cc4)ncnc3c12
→ -3	0	2	15	7	-1	-12	-4	4	2
> Cc1ccc(-c2nn(-c3ccccc3)cc2C(=O)N2CCOCC2)cc1
→ -5	0	5	0	-1	7	4	-4	36*	-5
> Cc1cc(C(=O)CS(=O)(=O)c2ccc(F)cc2)cc(C)c1O
→ 0	-3	4	-5	-16	-1	-1	11	4	6

Compound profiles (already shown). Order of values: MBD2 inh | LEDGF integ inh | SIAE primary | GC-B act | ABHD4 inh | TCR CD3 inh | TDP2 inh | PRMT1 inh | HTRA1 inh | rCAG RNA binder
`COCc1cc(=O)[nH]c2c1c(-c1ccccc1)nn2C` as listed: 0 | 0 | -4 | -3 | 3 | -3 | -4 | 0 | 9 | -1
`Cc1oc(C(C)(C)C)cc1C(=O)Nc1cccc(C(=O)O)c1` as listed: -2 | -3 | 2 | -2 | -1 | 2 | -4 | -2 | -7 | 11
